# D3 ag = agonists of human D3 dopamine receptor | P35462 | D3R DiscoveRx beta-arrestin cells, luminescence, 90 min | max activation, % | 410,000 tested, 0.58% active | AID 652048; in the data active = max activation above about 30%; also: 0% is about no effect; mostly tested at two doses, the higher about 12 µM
# Target sequence (P35462 whole entry, looked up): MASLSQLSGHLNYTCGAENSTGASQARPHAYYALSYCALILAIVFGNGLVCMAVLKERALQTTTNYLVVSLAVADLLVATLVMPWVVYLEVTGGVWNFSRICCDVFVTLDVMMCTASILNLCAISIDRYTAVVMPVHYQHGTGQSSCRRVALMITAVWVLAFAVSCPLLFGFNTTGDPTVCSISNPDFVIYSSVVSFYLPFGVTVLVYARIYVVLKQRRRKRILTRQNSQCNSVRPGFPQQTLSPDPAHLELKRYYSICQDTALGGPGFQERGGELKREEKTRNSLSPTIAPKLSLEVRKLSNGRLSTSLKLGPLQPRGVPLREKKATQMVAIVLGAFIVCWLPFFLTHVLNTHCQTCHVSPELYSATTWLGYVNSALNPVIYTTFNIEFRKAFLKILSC
#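 Cells at 1500/well, incubated overnight, then treated with pinned compounds (dopamine as control) for 90 min at 37 degrees C. DiscoveRx reagent added for 30 - 60 minutes at room temperature; luminescence read.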
# aSyn yeast inh = inhibitors of alpha-synuclein toxicity in yeast; Yeast expressing alpha-synuclein, growth rescue, BacTiter-Glo, 24 h; Potency, µM (titrated, usually from 46.1 µM), inactives show at the top dose growth rescue (activation), most hits filed as activators; 370,000 tested, 0.14% active; also: potency is read from the fitted curve at half-maximal effect; % of control where 0% means no effect; nearly all actives have a fitted effect of over 65% in size
#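 Readout is rescue of growth in alpha-synuclein-expressing yeast, so inhibitors of toxicity appear as activators. Growth after 24 hr at 30 deg C in galactose medium is quantified by luminescence.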
# TDP43 rescue = inhibitors of TDP-43 toxicity in yeast | AID 652104 | 410,000 tested, 1.8% active | TDP-43 expressing yeast growth rescue, BacTiter-Glo, 24 h | Potency, µM (titrated, usually from 46.1 µM), without a hit: at the highest dose growth rescue (activation), usual class: activators; also: potency is read from the fitted curve at half-maximal effect; % of control where 0% means no effect; nearly all actives have a fitted effect of over 50% in size
#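 Cell-based yeast growth screen: TDP-43 expression induced in galactose, inoculum OD600=0.02 after raffinose pregrowth to mid-log. Read-out BacTiter-Glo luminescence at 24 hr, 30 deg C; inhibition of toxicity seen as signal increase.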
# FUS yeast rescue = suppressors of FUS proteinopathy in yeast; S. cerevisiae FUS-expressing, growth rescue, OD600, 24 h; 390,000 tested, 0.24% active; Potency, µM (top dose mostly 76.6 µM), without a hit: top-dose growth rescue (activation), usual class: activators;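 also: potency is read from the fitted curve at half-maximal effect; plate controls were DMSO vehicle for no effect and reference control for full effect; nearly all actives have a fitted effect of over 55% in size; some results filed as inactive show a strong effect at the top dose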
#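 S. cerevisiae expressing FUS from galactose induction served as the toxicity model. Growth after 24hr at 30C, read as absorbance at 600 nm, indicates suppression of toxicity; compounds dosed at several concentrations.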
# EPAC2 antagonist = EPAC2 (human) antagonism; Q8WZA2; EPAC2 GEF exchange of Rap1B-BODIPY-GDP, fluorescence; Potency, µM (highest dose often 114 µM), for the others: top-dose activity, negative = inhibition, usual class: inhibitors; 360,000 tested, 0.18% active; also: potency is read from the fitted curve at half-maximal effect; % is scaled to controls: 0 for no effect and ±100 for the full control effect; nearly all actives have a fitted effect of over 45% in size; many of its hits are not listed in these tables
# EPAC2 ag = agonists of human EPAC2 (RAPGEF4). Q8WZA2. EPAC2 activation, biochemical qHTS; response scale: 100% = 6.5 mM cAMP response. Potency, µM (top dose mostly 154 µM), without a hit: at the top dose activation, hits mostly activators. 360,000 tested, 0.079% active. AID 720711; also: potency is read from the fitted curve at half-maximal effect; nearly all actives have a fitted effect of over 50% in size
#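 Nucleotide exchange monitored as fluorescence drop when BODIPY-GDP leaves Rap1B. Reaction: 100 nM EPAC2, 250 nM RAP1B-BODIPY-GDP, 50 uM GDP, room temperature, kinetic read over 30 min. Activity expressed relative to 6.5 mM cAMP.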
# Abeta yeast res = restores growth of yeast expressing A-beta42 peptide | yeast expressing A-beta42, growth rescue, OD600, 48 h; response scale: 0% DMSO, 100% iron-clioquinol control | Potency, µM (doses to about 46.1 µM), inactives show top-dose growth rescue, most hits filed as activators | 410,000 tested, 0.063% active | AID 1347071; also: potency is read from the fitted curve at half-maximal effect; nearly all actives have a fitted effect of over 55% in size
#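 Growth rescue measured by 600 nm absorbance after 48 h yeast culture at 30 C with compound. Values normalized between DMSO and an equimolar ferric chloride plus clioquinol control.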
# D3 antag = blocks the human D3 dopamine receptor. 360,000 tested, 2.5% active. max response, negative = inhibition, %. AID 652054. D3R cells, DiscoveRx beta-arrestin luminescence, antagonist mode; active compounds read low; in the data active = max response below about -50%; inconclusive = no clear call, values can overlap the other calls; also: % is scaled to controls: 0 for no effect and ±100 for the full control effect; mostly tested at two doses, the higher about 12 µM
#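 Cells expressing the human receptor were seeded at 1500 cells/well, incubated overnight at 37 degrees C in 5% CO2, then exposed to library compounds with dopamine controls for 90 minutes at 37 degrees C before luminescent detection.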
# An asterisk follows results filed as active; ? = inconclusive; / = no result given; & = joins results of further samples; [ ] = dose if it differs, or a comment. Unless noted, calls follow the shape of the dose curve; as a rule, active = well fitted curve in the direction sought with a large enough effect; inconclusive = small, poorly fitted or top-dose-only effect, or another doubt; inactive = no such curve, though single readings can be large; an effect the other way counts as inactive or inconclusive.
smiles	D3 ag	aSyn yeast inh	TDP43 rescue	FUS yeast rescue	EPAC2 antagonist	EPAC2 ag	Abeta yeast res	D3 antag
COc1ccccc1C(=O)NCCC(=O)N1CCN(S(=O)(=O)c2cccc(Cl)c2)CC1	0.1	-0.6%	10.9%	16.4%	8.9%	6.8%	-3.0%	-2.7
CC(=O)N1N=C(c2ccco2)CC1c1ccc(Cl)o1 (stereo unspecified)	17.8	0.1%	23.1%	19.4%	5.1%	-2.5%	10.3%	1.4
CCCCCn1c(=O)[nH]c2cc(C(=O)NC3CCN(Cc4ccccc4)CC3)ccc2c1=O	-15.7	-3.3%	8.0%	24.4%	12.6%	-6.3%	-5.1%	2.0
COCC(=O)Nc1cc([N+](=O)[O-])ccc1C	-0.3	-9.7%	-4.6%	6.1%	-27.8%	-3.2%	-2.2%	7.8
Cc1cc(C)nc(NC(=O)c2cccc([N+](=O)[O-])c2C)n1	2.0	1.5%	4.9%	-9.8%	17.3%	3.1%	0.0%	8.2
Cc1cccc(CCNC(=O)CCc2nnc(CCc3ccccc3)o2)n1	-2.7	-1.0%	11.0%	-12.9%	2.9%	3.5%	-8.9%	3.6
CCCCCCCCCCOC(=O)Cn1c(COc2cccc(C)c2)[n+](C)c2ccccc21	-7.2	-25.6%	-15.2%	?	?	6.3%	-59.8%[inhibitor]	-9.4
Cn1nnnc1SCC(=O)Nc1ccc(Br)cc1Cl	0.3	0.4%	22.1%	-33.5%	6.2%	3.5%	15.6%	-6.5
O=C(NNC(=O)c1cccc(S(=O)(=O)Nc2ccccc2F)c1)c1ccncc1	-7.4	-0.3%	9.8%	3.6%	11.5%	-1.8%	-1.1%	0.0
COc1cccc(-c2cc(C(F)(F)F)n3ncc(C(=O)OC(C)C)c3n2)c1	8.6	/	10.0%	5.7%	/	/	-12.6%	/
Cc1sc2nc(CSc3nnnn3-c3ccc(Cl)cc3)[nH]c(=O)c2c1C	1.4	-0.4%	-0.6%	27.6%	-1.8%	-0.8%	-0.5%	-9.3
CCCCn1nc2cc(C(=O)NCC3CC3)ccc2c1OCC	0.2	15.2%	3.2%	-15.9%	2.1%	3.0%	-7.6%	20.5

# Single entries from the list:
# D3 ag result of Cc1cccc(CCNC(=O)CCc2nnc(CCc3ccccc3)o2)n1 is entered as -2.7
# TDP43 rescue result of Cc1sc2nc(CSc3nnnn3-c3ccc(Cl)cc3)[nH]c(=O)c2c1C is entered as -0.6%
# TDP43 rescue result of CCCCCn1c(=O)[nH]c2cc(C(=O)NC3CCN(Cc4ccccc4)CC3)ccc2c1=O is entered as 8.0%
# aSyn yeast inh result of CCCCn1nc2cc(C(=O)NCC3CC3)ccc2c1OCC is entered as 15.2%
# aSyn yeast inh result of Cn1nnnc1SCC(=O)Nc1ccc(Br)cc1Cl is entered as 0.4%

# (next part)
smiles	D3 ag	aSyn yeast inh	TDP43 rescue	FUS yeast rescue	EPAC2 antagonist	EPAC2 ag	Abeta yeast res	D3 antag
O=C(CSCc1c(F)cccc1Cl)Nc1ccccc1C(=O)N1CCOCC1	-1.2	3.5%	-5.0%	-5.5%	-3.3%	-0.8%	16.5%	6.8
CC1CCN(S(=O)(=O)N2CCC(C(=O)NC3CCCC3)CC2)CC1	6.4	0.6%	14.8%	-32.1%	-23.2%	7.2%	2.7%	22.2
O=C(NC1CCCC1)C(c1ccc(F)cc1)N(Cc1ccc(F)cc1)C(=O)c1ccn[nH]1 (stereo unspecified)	0.6	1.1%	-9.4%	17.4%	-6.4%	-1.6%	10.1%	11.8
COCCn1c(SC(C)C(=O)NC2CC2)nnc1-c1cccc(C)c1 (stereo unspecified)	-17.7	-0.5%	-19.7%	9.1%	16.8%	4.5%	-5.6%	-13.3
CCN(CC(=O)Nc1ccccc1C(F)(F)F)C(=O)c1ccccc1Sc1ccccc1C#N	2.3	14.9%	18.8%	27.2%	-22.5%	3.0%	-0.9%	30.1
COc1cc(/C(=C/c2ccccc2)c2ccccc2)c2c(c1)oc1ccccc12	-19.6	-5.8%	-12.2%	-22.2%	-9.4%	10.5%	-11.5%	-2.2
Cc1cc(C)n2c(Nc3ccc4c(c3)OCCO4)c(-c3ccc(F)cc3)nc2n1	-2.4	-6.4%	?	?	-4.7%	14.2%	-8.8%	4.6
CCC(C)c1ccc(C(C)NC(=S)NC2CCCCC2)cc1 (stereo unspecified)	4.6	-4.1%	23.2%	18.6%	-6.0%	-3.0%	29.2%	-11.1
NC(=O)C1CCCN(C(=O)c2ccc(NC(=O)c3cccs3)cc2)C1 (stereo unspecified)	-10.6	-3.6%	17.9%	/	-2.8%	-0.2%	-16.8%	-9.5
CC(C)(C)c1ccc(NS(=O)(=O)c2ccc(N)cc2)cc1	-6.0	15.9%	0.5%	6.1%	?	6.1%	-16.4%	4.0
NC(=O)CN1CCCN(S(=O)(=O)c2ccc(Br)cc2)CC1	-2.1	-0.3%	14.7%	-2.5%	3.5%	-3.3%	9.1%	5.4
Cc1ccc(OCCCn2c(-c3ccc(Cl)cc3)nc3ccccc3c2=O)c(C)c1	-7.0	/	?	-6.4%	/	/	2.5%	/

# Single records, from the list above. Values in the order: D3 ag | aSyn yeast inh | TDP43 rescue | FUS yeast rescue | EPAC2 antagonist | EPAC2 ag | Abeta yeast res | D3 antag
# Cc1cc(C)n2c(Nc3ccc4c(c3)OCCO4)c(-c3ccc(F)cc3)nc2n1 across the screens: -2.4 | -6.4% | ? | ? | -4.7% | 14.2% | -8.8% | 4.6
# COCCn1c(SC(C)C(=O)NC2CC2)nnc1-c1cccc(C)c1 (stereo unspecified) across the screens: -17.7 | -0.5% | -19.7% | 9.1% | 16.8% | 4.5% | -5.6% | -13.3

# Next part:
smiles	D3 ag	aSyn yeast inh	TDP43 rescue	FUS yeast rescue	EPAC2 antagonist	EPAC2 ag	Abeta yeast res	D3 antag
CCCCCC(CC(=O)NO)C(=O)NC(C(=O)N1CCCC1CO)C(C)C (stereo unspecified)	19.0	-1.5%	-6.7%	-30.2%	9.5%	7.0%	-30.0%[inhibitor]	5.2
Cc1cccc(-c2noc(-c3ccno3)n2)c1	1.4	1.7%	11.0%	2.0%	0.1%	0.1%	-5.3%	29.4
CC(C)CNC(=O)c1ccc2c(c1)C(=O)N(C1CCCCC1)C2=O	-2.1	-9.1%	5.8%	5.0%	-12.9%	-0.6%	9.3%	1.3
COC(=O)c1sccc1NC(=O)c1ccccc1	-7.2	-5.6%	-1.2%	8.7%	-15.1%	17.4%	-18.5%	1.8
COc1ccc(/C=C2/N=C(SCC(=O)Nc3cc(C)on3)N(c3ccccc3)C2=O)cc1	4.6	-3.7%	9.3%	4.8%	14.0%	-4.6%	2.7%	6.4
O=C(O)c1cccc(N2C(=O)c3ccc4c5c(ccc(c35)C2=O)C(=O)N(c2cccc(C(=O)O)c2)C4=O)c1	-37.8	-5.0%	-4.7%	23.9%	-16.1%	4.9%	5.0%	-106.9*
CN(C)CCC=C1c2ccccc2C=Cc2ccccc21	-94.5&-20.7	11.9%&1.8%	14.9%	-27.2%	-10.1%	2.2%	-28.5%	-119.8*
COc1ccc2[nH]c(=O)c(CN(C(=O)c3ccncc3)C(C)C)cc2c1	-3.6	0.1%	-6.9%	-9.9%	8.4%	-3.7%	4.0%	-26.0
COc1ccc2nccc(/C=C/c3ccnc4ccc(OC)cc34)c2c1	6.9	23.0%	-20.0%	8.5%	-20.5%	9.6%	-19.5%	17.6
CCCn1c(N)c(C(=O)CN(C)CC(=O)Nc2ccccc2CC)c(=O)[nH]c1=O	-1.6	1.1%	4.5%	-13.7%	-12.5%	-0.4%	-3.2%	13.1
O=C(C1CCCN1S(=O)(=O)c1cccc2cccnc12)N1CCn2c1nc1ccccc12 (stereo unspecified)	-10.6	1.3%	-1.9%	2.3%	8.7%	3.3%	-11.3%	?
CCOC(=O)c1c(C)c(C(=O)NCc2cccnc2)c(C)n1C	4.3	0.0%	-14.8%	24.2%	17.4%	5.8%	-15.8%	16.6
Cn1cccc1CNCC(O)c1ccccc1 (stereo unspecified)	-1.5	-13.2%	-14.6%	9.7%	-3.1%	1.0%	8.5%	-8.5
CCN(CCCNC(=O)CNC(=O)c1nn(-c2ccc(OC)cc2OC)c(=O)c2ccccc12)c1cccc(C)c1	-19.4	3.3%	-24.3%	21.4%	-0.9%	-5.2%	-17.4%	-14.8
COC(=O)c1ccccc1S(=O)(=O)N1CCC(c2nc3ccccc3o2)CC1	1.7	17.4%	25.8%	/	7.0%	10.3%	0.0%	7.6
O=c1cc(N2CCN(c3ccccc3)CC2)[nH]c(=O)n1-c1ccccc1	-14.0	0.0%	-14.5%	-6.7%	2.2%	1.9%	-4.5%	-13.6
CN(Cc1nc(-c2ccncc2)no1)S(=O)(=O)c1ccc(Br)cc1	3.1	19.9%	12.0%	0.3%	5.8%	-4.1%	-46.2%[inhibitor]	37.0
C=CCn1c(=O)c(C(=O)Nc2ccc(C)cc2)c(O)c2ccccc21	3.1	-0.3%	4.7%	-35.6%	4.3%	1.1%	-4.5%	10.9
Cc1ccc(C)c(N2CCN(c3ncnc4onc(C)c34)CC2)c1	-11.5	-5.6%	3.9%	-17.4%	/	/	-9.0%	/
O=[N+]([O-])c1ccc2nc(-c3ccccc3)n(OCc3ccc(Cl)cc3)c2c1	1.0	6.7%	26.5%	14.0%	10.1%	4.0%	10.8%	12.9
Cc1ccc2c(c1)N(CC(=O)N1CCCCC1)C(=O)C(C)O2 (stereo unspecified)	-1.8	2.2%	-6.6%	1.3%	0.5%	-0.2%	8.2%	2.9
Cc1cc(C2=NNC(=NC3CC3)SC2)c(C)n1Cc1ccco1	-2.5	6.7%	9.5%	/	6.9%	-11.0%	16.6%	7.5
CC12CCC(C(=O)NCc3ccc4c(c3)OCO4)(OC1=O)C2(C)C (stereo unspecified)	8.8	-0.4%	-10.4%	-14.2%	-7.5%	4.7%	3.9%	0.0
CCCCN1C(=O)c2ccc(C(=O)N(C)CC(=O)Nc3ccc(OCC)c(OCC)c3)cc2C1=O	-2.7	10.1%	27.0%	?	-3.9%	-6.4%	-4.8%	-0.9
O=C1CCCc2ccccc2N1Cc1ccccc1	-0.3	0.2%	21.1%	30.9%	-7.0%	-2.8%	-12.5%	8.7
Cc1cccc(N2C(=O)CC(Cn3nc(C)cc3C)C2=O)c1 (stereo unspecified)	-13.5	2.3%	-10.2%	19.3%	8.6%	6.7%	-5.7%	-17.5

# Source: PubChem (National Center for Advancing Translational Sciences (NCATS))

# An excerpt, so the mix of outcomes need not match the whole.
